# From PubChem
# aGlu spleen mod = lysosomal alpha-glucosidase (human) modulation; P10253; human spleen homogenate, 4-MU-alpha-glucoside fluorescence; Potency, µM (highest dose often 79.9 µM), for inactives: top-dose activity change, negative = inhibition, hits mostly inhibitors; actives 0.006% (n = 240,000);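 note: 0% = enzyme with vehicle and -100% = no enzyme basal signal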
#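 Human spleen homogenate (1 ug) with 4-methylumbelliferyl-alpha-D-glucopyranoside (1 mM final) in 50 mM citrate/phosphate pH 5.0, 0.01% Tween-20; 40 min at 37 C. Stopped at pH 10; 4-MU fluorescence Ex 365/Em 440 nm; AC50 by Hill fit.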
# HttQ103 aggreg = inhibitors of mutant huntingtin aggregate formation in PC12 cells; PC12 HttQ103-GFP aggregates, Acumen cytometry, 40 h; Potency, µM (doses to about 46.1 µM), for inactives: at the highest dose activity change, negative = inhibition, usual class: inhibitors; actives 1.1% (n = 220,000); AID 1688; note: % is set by controls: 0 for no effect and ±100 for the full control effect; nearly all actives have a fitted effect of over 60% in size
#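 PC12 cells stably carrying ecdysone-inducible HTT exon 1 Q103–GFP were induced with tebufenozide (100 nM final) and treated with library compounds in titration. GFP aggregates in lysates were counted by laser scanning cytometry.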
# RGS12 GoLoco inh = RGS12 GoLoco-Gai1 interaction inhibition; P63096; Gai1:RGS12 GoLoco peptide FP, rhodamine, 10 min; actives 0.44% (n = 230,000); Potency, µM (highest dose often 61.6 µM), for the others: top-dose activity, negative = inhibition, usual class: inhibitors; AID 880; active = well fitted inhibition curve with a large enough effect, not every such curve was filed as active; inactive = no such curve, though single readings can be large or run the other way; note: % is set by controls: 0 for no effect and ±100 for the full control effect; nearly all actives have a fitted effect of over 30% in size; many of its hits are not listed in these tables
# Target sequence (P63096 whole entry, looked up): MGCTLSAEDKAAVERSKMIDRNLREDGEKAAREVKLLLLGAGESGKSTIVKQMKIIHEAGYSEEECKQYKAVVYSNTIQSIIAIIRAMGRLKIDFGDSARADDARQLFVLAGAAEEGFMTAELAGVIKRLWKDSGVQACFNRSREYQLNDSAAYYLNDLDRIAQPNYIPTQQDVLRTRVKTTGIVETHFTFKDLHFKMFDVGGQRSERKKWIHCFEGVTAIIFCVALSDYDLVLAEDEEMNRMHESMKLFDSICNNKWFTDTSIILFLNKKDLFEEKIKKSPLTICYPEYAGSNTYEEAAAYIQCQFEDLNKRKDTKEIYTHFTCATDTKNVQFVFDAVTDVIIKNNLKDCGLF
# GAA glycogen = inhibitors or activators of human alpha-glucosidase glycogen cleavage; recombinant GAA, glycogen substrate, Amplex Red glucose oxidase fluorescence; Potency, µM (highest dose often 76.4 µM), for inactives: at the highest dose activity change, negative = inhibition, most hits filed as inhibitors; actives 0.38% (n = 300,000);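 note: 0% = full enzyme reaction and -100% = no-enzyme basal signal; the screen sought inhibitors and activators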
#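 Natural-substrate format: glycogen cleavage by 4 nM human enzyme, glucose read by Amplex Red coupling (Ex 573, Em 610 nm). Normalized to enzyme and no-enzyme controls.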
# HTT cytoprotect = Huntington cell model cytoprotection by ATP luminescence; PC12 HTT-Q103 induced, cytoprotection, ATP luminescence, 40 h; actives 0.14% (n = 230,000); Potency, µM (doses to about 56.4 µM), without a hit: cytoprotection (ATP increase), actives largely listed as activators;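 note: % of control where 0% means no effect; nearly all actives have a fitted effect of over 45% in size; toxic huntingtin expression switched on by the ecdysone agonist tebufenozide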
#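 Cells were plated at 1500 per well in phenol red-free DMEM with 5% equine and 5% calf serum. Tebufenozide (100 nM final) and compounds were added, then ATPlite reagent, and luminescence was read.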
# IMPase Li inh = membrane-permeable IMPase blocker, potentiated with lithium; actives 0.35% (n = 210,000); CHO-M1 cells, IP1 TR-FRET (IP-One), carbachol + lithium; Potency, µM (top dose mostly 59.4 µM), without a hit: top-dose activity, negative = IMPase inhibition, hits mostly inhibitors; AID 1457;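 note: IP1 builds up when IMPase is blocked and the TR-FRET signal falls; plate controls were basal vehicle for no effect and high inhibitor control for full effect; nearly all actives have a fitted effect of over 50% in size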
#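 Test compounds were applied to CHO-M1 cells previously cultured for 16–30 h at 2000 per well. A small lithium amount accompanied them; after 30 min at 37C, IP1 was quantified by TR-FRET.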
# GAA inhib = inhibitors of human lysosomal alpha-glucosidase. actives 0.005% (n = 200,000). purified human GAA, 4-MU-alpha-glucoside fluorescence. P10253. Potency, µM (top dose mostly 76.9 µM), for inactives: at the highest dose activity change, negative = inhibition, hits mostly inhibitors;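 note: plate controls were uninhibited enzyme wells for no effect and no-enzyme background for full effect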
#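 Activity normalized between no-enzyme (basal) and enzyme-only wells. Conditions: 4 nM human enzyme, 400 uM fluorogenic substrate, citrate/phosphate pH 5.0 with Tween-20, 20 min room temperature, compounds up to 77 uM.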
# * = called active by the depositor; u = inconclusive; x = no result given; & = joins results of further samples; [ ] = dose if it differs, or a comment. Unless noted, calls come from the whole dose curve; as a rule, active = well fitted curve in the direction sought with a large enough effect; inconclusive = small, poorly fitted or top-dose-only effect, or another doubt; inactive = no such curve, though single readings can be large; an effect the other way counts as inactive or inconclusive. Potency is the fitted concentration of half-maximal effect.
SMILES,aGlu spleen mod,HttQ103 aggreg,RGS12 GoLoco inh,GAA glycogen,HTT cytoprotect,IMPase Li inh,GAA inhib
CCCN(CCC)C1Cc2cc(OC)c(OC)cc2C1,-3%&-3%&-5%,x,9%&-10%&-15%,x,-48%[inhibitor],18%&19%&36%,x
O=C(O)c1cc[c]([Hg][S]c2ncnc3nc[nH]c23)cc1,x,x,0.63µM*,x,-76%[inhibitor][10 µM],8%,x
CCOC(=O)c1nsnc1NCCCl,-7%,12%[9.22 µM],4%,-5%,9%[10 µM],3%,u
Cc1ccc(S(=O)(=O)N2CCCCC2)cc1NC(=O)Nc1ccc(Cl)cc1Cl,-12%,u,3%,-21%,0%[10 µM],14%,-2%
O=C1Nc2ccc(Cl)cc2C(c2ccccc2Cl)=NC1O (stereo unspecified),1%,-8%,5%,x,-20%,-10%,x
CC(O)C(C)OC(=O)[C@@H]1C[C@@H]2c3cccc4c3c(cn4C(C)C)C[C@H]2N(C)C1 (stereo partly specified),u,x,6%&5%,x,-44%[inhibitor],9%&-11%,x
CCOC(=O)C1CCN(/C=C2/C(=O)NC(=S)N(c3ccccc3F)C2=O)CC1,1%,u,26%,-1%,-5%,8%,11%
Cc1cccc(CN2CCN(CC(=O)N3CCC4(CC3)OCCO4)C2=O)c1,2%,17%,-5%,17%,-4%[10 µM],17%[38.3 µM],4%
Cc1ccc(-c2nc3ccccc3c(=O)n2-c2cccc(O)c2)cc1,-4%,-13%,14%,-4%,-68%[inhibitor],7%,u
CSc1ccc(CN2CCN(C(=O)COc3cccc(C)c3)CC2)cc1,-14%,17%,11%,-7%,x,15%,3%
CCCCn1c(O)c(/C(CC)=N/N2CCCCC2c2cccnc2)c(=O)[nH]c1=S (stereo unspecified),-4%,-26%,82%[activator],-9%,x,-5%,2%
COc1ccc(CN2C(=O)NC(=O)/C(=C\c3ccc(OC)c(OC)c3OC)C2=O)cc1,4%,3%,11%,0%,-16%,-2%,-3%
COP(=O)(NC(=O)C(Cl)(Cl)Cl)OC,-3%,-1%[9.22 µM],-2%,5%,-2%[10 µM],x,x
O=c1[nH]c(=S)n(CCC2=CCCCC2)c(O)c1C=NCc1cccnc1,-16%,25%,-3%,5%,-3%,41%[activator][38.3 µM],-1%
S=C1NCCN1,1%&-15%,-6%,5%&-3%,-2%,-21%,-3%&-2%,0%[15.4 µM]
CN(CC(=O)Nc1ccccc1-c1ccccc1)C1CCCCC1,0%,-16%,6%,9%,7%[1.9 µM],28%,-13%
CS(=O)(=O)NCc1nnc2n1-c1ccc(Cl)cc1C(c1ccccc1)=NC2,1%,0%,-4%,-4%,x,5%,0%
O=C(O)/C=C/C(=O)O,-4%,x,7%,x,-6%,14%,x
O=C(Cn1ncc2c3ccccc3n(Cc3ccc(F)cc3)c2c1=O)N1CCC2(CC1)OCCO2,-8%,-20%,3%,0%,40%[10 µM],2%,-2%
CC(NCc1ccccc1C(F)(F)F)C(O)c1ccccc1 (stereo unspecified),-5%,4%,1%,-5%,10%,-4%,3%
NCCCP(=O)(O)CCc1ccccc1,-2%,-16%,6%,4%,-5%[0.074 µM],-26%[38.3 µM],-3%
O=C(Oc1ccccc1)N1CCC2(CC1)CN(C(c1ccccc1)c1ccccc1)C2,4%,x,7%,x,-57%[inhibitor],24%,x
C=C1[C@@H](C)[C@H]2[C@H](Cc3ccccc3)NC(=O)[C@]23[C@H](OC(C)=O)/C=C/[C@](C)(O)C(=O)[C@@H](C)C/C=C/[C@H]3[C@@H]1O,-2%&-2%,x,3%,x,-131%[inhibitor],1%,x
Cc1ccsc1C(=O)C1CCCN(Cc2cnc(N)nc2)C1 (stereo unspecified),-6%,-7%[9.22 µM],-24%,-1%,-17%[10 µM],x,x
O=C1NC(=O)N(CCNc2ncc(C(F)(F)F)cc2Cl)C(=O)C1Cc1ccc(Cl)cc1 (stereo unspecified),-1%,0%,7%,-13%,-31%[10 µM],8%,2%
CCOc1ccc(N2C(=O)NC(=O)/C(=C\c3cc(OC)c(OC)cc3[N+](=O)[O-])C2=O)cc1,-5%,7%,-20%,-11%,-10%[0.074 µM],6%,u
CCCCCc1cc(O)c2c3c(c(=O)oc2c1)CN(C)CC3,-3%,-9%[9.22 µM],12%,19%,-2%[10 µM],27%,5%
COc1ccc(C(=O)C2CCCN(C3CSCCSC3)C2)cc1OC (stereo unspecified),-9%,8%[9.22 µM],7%,16%,8%[10 µM],34%[activator],-2%
Cc1[nH]c2ccccc2c1CN(C)C,1%,x,1%,x,-78%[inhibitor],-7%,x
CNc1ccc2oc(C[C@@H]3OC4(CC[C@@H]3C)O[C@H](C(C)C(=O)c3ccc[nH]3)[C@H](C)C[C@H]4C)nc2c1C(=O)O (stereo partly specified),10%,x,4%,x,x,-2%,x

# Another view of 13 compounds above:
mol | aGlu spleen mod | HttQ103 aggreg | RGS12 GoLoco inh | GAA glycogen | HTT cytoprotect | IMPase Li inh | GAA inhib
S=C1NCCN1 | 1%&-15% | -6% | 5%&-3% | -2% | -21% | -3%&-2% | 0%[15.4 µM]
CN(CC(=O)Nc1ccccc1-c1ccccc1)C1CCCCC1 | 0% | -16% | 6% | 9% | 7%[1.9 µM] | 28% | -13%
CS(=O)(=O)NCc1nnc2n1-c1ccc(Cl)cc1C(c1ccccc1)=NC2 | 1% | 0% | -4% | -4% | x | 5% | 0%
O=C(O)/C=C/C(=O)O | -4% | x | 7% | x | -6% | 14% | x
O=C(Cn1ncc2c3ccccc3n(Cc3ccc(F)cc3)c2c1=O)N1CCC2(CC1)OCCO2 | -8% | -20% | 3% | 0% | 40%[10 µM] | 2% | -2%
CC(NCc1ccccc1C(F)(F)F)C(O)c1ccccc1 (stereo unspecified) | -5% | 4% | 1% | -5% | 10% | -4% | 3%
NCCCP(=O)(O)CCc1ccccc1 | -2% | -16% | 6% | 4% | -5%[0.074 µM] | -26%[38.3 µM] | -3%
O=C(Oc1ccccc1)N1CCC2(CC1)CN(C(c1ccccc1)c1ccccc1)C2 | 4% | x | 7% | x | -57%[inhibitor] | 24% | x
C=C1[C@@H](C)[C@H]2[C@H](Cc3ccccc3)NC(=O)[C@]23[C@H](OC(C)=O)/C=C/[C@](C)(O)C(=O)[C@@H](C)C/C=C/[C@H]3[C@@H]1O | -2%&-2% | x | 3% | x | -131%[inhibitor] | 1% | x
Cc1ccsc1C(=O)C1CCCN(Cc2cnc(N)nc2)C1 (stereo unspecified) | -6% | -7%[9.22 µM] | -24% | -1% | -17%[10 µM] | x | x
O=C1NC(=O)N(CCNc2ncc(C(F)(F)F)cc2Cl)C(=O)C1Cc1ccc(Cl)cc1 (stereo unspecified) | -1% | 0% | 7% | -13% | -31%[10 µM] | 8% | 2%
CCOc1ccc(N2C(=O)NC(=O)/C(=C\c3cc(OC)c(OC)cc3[N+](=O)[O-])C2=O)cc1 | -5% | 7% | -20% | -11% | -10%[0.074 µM] | 6% | u
CCCCCc1cc(O)c2c3c(c(=O)oc2c1)CN(C)CC3 | -3% | -9%[9.22 µM] | 12% | 19% | -2%[10 µM] | 27% | 5%

# Going on with the list.
SMILES,aGlu spleen mod,HttQ103 aggreg,RGS12 GoLoco inh,GAA glycogen,HTT cytoprotect,IMPase Li inh,GAA inhib
CC(=O)N[C@@H]1CCSC1=O,7%[29.1 µM],x,1%[21.6 µM],x,3%[40.3 µM],3%,x
CCCCCc1nc2ccccc2c(=O)n1-c1ccccc1[N+](=O)[O-],7%,-19%,0%,-3%,-22%[10 µM],11%,u
COc1ccccc1CN1CCN(C(=O)Cc2ccccc2)CC1,-16%,-21%,-5%,-1%,8%[10 µM],-3%[38.3 µM],-6%
CCN1C[C@]2(COC)C(O)C[C@H](OC)[C@@]34C5C[C@]6(O)C(OC)C(O)[C@](OC(C)=O)(C5C6OC(=O)c5ccccc5)C(C(OC)C23)C14 (stereo partly specified),-5%,x,4%,x,1%,4%,x
O=P(O)(O)c1ccccc1 (tested in a mixture with another compound),x,x,10%[14.2 µM],x,11%[10 µM],u,x
COc1cc(OC)cc(C2(C#N)CCN(C)CC2)c1,7%,-21%[9.22 µM],2%,5%,-14%[10 µM],x,x
CC1CN=C(NC(C)c2ccccc2)S1 (stereo unspecified),2%,0%,8%,-6%,-40%[inhibitor],16%,-9%
Nc1cccc(N=Cc2c(O)n(Cc3ccc(F)cc3)c(=O)[nH]c2=O)c1,-1%,2%,0%,-1%,23%[10 µM],9%,-12%
O=C1NC(=O)C(=Cc2ccc(N3CCOCC3)o2)C(=O)N1,-3%,25%,13%,8%,x,22%,-25%
C=CCN,-3%,x,13%,x,4%,5%,x
CC(=O)Nc1ccc(N(C(=O)Cn2nnc3ccccc32)C(C(=O)NC2CCCC2)c2ccc(O)c(O)c2)cc1 (stereo unspecified),4%,2%[9.22 µM],4%,u,-5%[10 µM],5%,-3%
CCc1c(C(=O)OC)ncc2[nH]c3cc(OC)c(OC)cc3c12,2%&2%,x,13%&-11%,x,-53%[inhibitor],9%&-24%,x
NCCc1c[nH]c2ccccc12,-6%&1%&-8%&-3%,10%,-2%&-6%&3%&-8%,1%,11%,-9%&2%&7%&-4%,1%[15.4 µM]
COc1cc(Cn2c(N)c(C(=O)NCc3ccco3)c3nc4ccccc4nc32)cc(OC)c1OC,18%,u,60%[activator],13%,-39%[inhibitor],27%[38.3 µM],u
CCCCN1C2CCC1CC(OC(c1ccc(F)cc1)c1ccc(F)cc1)C2 (stereo unspecified),-5%,x,8%,x,x,14%,x
CCOc1ccc(C2SCC(=O)Nc3c2c(=O)[nH]n3C2CCCCCC2)cc1 (stereo unspecified),-4%,u,0%,1%,-62%[inhibitor],10%[38.3 µM],1%
CC(=O)CC(c1ccccc1[N+](=O)[O-])c1c(O)c2ccccc2oc1=O (stereo unspecified),-3%,-3%[9.22 µM],7%,-2%,17%[10 µM],x,x
CC(=O)Nc1ccc(OC(=O)N(C)C)cc1,2%,-7%,-3%,-13%,10%[10 µM],-9%[38.3 µM],2%
N#CCc1ccccc1,2%,x,-42%,x,-3%,-5%,x
c1ccoc1,-2%,x,11%,x,-11%,11%,x
Cc1ccc(N=CN(C)C=Nc2ccc(C)cc2C)c(C)c1,4%,15%,-4%,x,-44%[inhibitor],11%,x
CCN(CC)CCO[C@H]1CC[C@@]2(C)C(=CC[C@@H]3[C@H]2CC[C@]2(C)C(=O)CC[C@H]32)C1,-3%,1%,-8%,x,-24%&-40%,25%,x
COc1ccc(Br)cc1CN1CCN(CCO)CC1,0%,2%,-4%,3%,-15%,0%[38.3 µM],0%

# An excerpt; rates above refer to the full screens.
